Bioassay records from PubChem BioAssay.
F508del corr: CFTR F508del correction in bronchial cells | CFBE cells, YFP halide quenching; stimulated with forskolin plus potentiator P3; % fluorescence drop versus neutral controls | activity (quench increase), % at 7.58 µM | actives 0.36% (n = 350,000);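 active means mean added fluorescence quench of at least 8% versus neutral control, with both replicates also reaching 8%; inconclusive means only one of the mean or replicate conditions met; inactive means mean below 8% and not both replicates reaching 8%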;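 further: cells transiently co-express mutant CFTR-F508del with the halide-sensitive YFP; corrector assay measuring rescue of mutant channel to the surface after 24 h compound exposure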
ARNT-TACC3 inh: disrupts binding between human ARNT and TACC3. inhibition, % at 9.99 µM. Q9Y6A5. actives 0.66% (n = 390,000). AlphaScreen His-ARNT PAS-B/GST-TACC3 binding, luminescence; TACC3 fragment carries E629A point mutation;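 active means mean inhibition of replicates at least 50% and at least half of replicates each reaching 50%; inconclusive means half or more replicates reach 50% but mean below 50%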;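 further: 0% = complete ARNT plus TACC3 wells and 100% = ARNT alone without TACC3; many hits fall short of the cut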
ERAP1 HTS inh: blocks human ERAP1 aminopeptidase activity | actives 0.15% (n = 340,000) | inhibition, % at 10.7 µM | AID 652197 | recombinant ERAP1, Leu-AMC fluorescence, 60 min;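 active means mean replicate inhibition of at least 30%, or all replicates individually reaching that 30% level; inactive means mean below 30% and not every replicate reaching it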;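 further: 0% = neutral control wells and 100% = L-leucinethiol positive control wells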
esBAF inh: inhibitors of esBAF chromatin remodeling in mouse ES cells. Bmi1-luciferase knock-in reporter, 24 h; 100% = twice the neutral-well signal. reporter increase, % at 12.5 µM. actives 2% (n = 350,000). AID 602393; in the data active means activation above about 40%; inconclusive means no clear call, values can overlap the other calls;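 further: 0% = median of the plate's neutral control wells and 100% = double that signal; a rise in the Bmi1 reporter signal indicates esBAF inhibition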
Xi reactivation: reactivates the inactive X chromosome in mouse fibroblasts | actives 0.055% (n = 360,000) | activation, % at 7.58 µM | XiGFP mouse fibroblasts, % GFP-positive cells imaging, 3 d; cells co-treated with 5-aza-dC sensitizer; scaled so ellipticine positive control = 100% | AID 743238;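 active means mean normalized replicate activation at least 10% and every replicate at or above 10%; inconclusive means only one of the two criteria met; inactive means mean below 10% and not all replicates reach 10%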;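 further: 0% = median of on-plate neutral control wells and 100% = ellipticine 6 µM median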
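Material: XiGFP fibroblasts, SV40-immortalized; Buffer or medium: DMEM containing 5-aza-dC; Compound dosing: single point; Times: 3 days compound exposure.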
INS-1E GSIS act: GLuc luminescence reporter in INS-1E cells, primary screen for activators of glucose-dependent secretion of insulin | activation, % at 16.6 µM | actives 0.61% (n = 370,000) | INS-1E GLuc reporter insulin secretion, 2-3 h;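 active means lowest replicate activation of at least 40%, so every replicate reaches that level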;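 further: 0% = median of neutral control wells and 100% = median of IBMX positive control wells; some compounds called inactive have numbers as strong as hits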
RAD52 anneal inh: RAD52 (human) annealing inhibition; P43351; inhibition, % at 18.7 µM; recombinant RAD52 DNA annealing, FRET fluorescence; actives 0.46% (n = 360,000);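 active means every replicate showing at least 50% inhibition; inconclusive means mean inhibition at least 50% but not in every replicate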
Target sequence (P43351 whole entry, looked up): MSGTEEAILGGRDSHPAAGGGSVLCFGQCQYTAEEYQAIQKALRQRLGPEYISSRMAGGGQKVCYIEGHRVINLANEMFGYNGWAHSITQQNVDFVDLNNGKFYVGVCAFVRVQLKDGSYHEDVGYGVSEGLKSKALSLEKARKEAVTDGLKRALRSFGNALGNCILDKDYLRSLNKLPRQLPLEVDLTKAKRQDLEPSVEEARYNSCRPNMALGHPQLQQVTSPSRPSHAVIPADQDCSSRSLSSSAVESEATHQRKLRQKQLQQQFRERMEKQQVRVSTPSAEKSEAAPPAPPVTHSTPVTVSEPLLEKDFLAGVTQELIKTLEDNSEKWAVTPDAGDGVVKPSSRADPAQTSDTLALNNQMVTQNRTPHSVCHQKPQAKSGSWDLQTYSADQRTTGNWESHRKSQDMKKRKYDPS
RAD54 inh: inhibitors of human RAD54 branch migration; Q92698; RAD54 Holliday junction branch migration, FAM/BHQ fluorescence; inhibition, % at 10.4 µM; actives 0.14% (n = 360,000);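 active means mean normalized replicate activity at least 40 and at least half of replicates scoring 40 or more; inconclusive means only one of the two criteria met; inactive means mean below 40 and under half of replicates reaching 40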;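 further: 0% = median of neutral control wells and 100% = median of positive control wells; inhibitors cause a drop in the FAM fluorescence signal; in these data hits start at about 50%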
* = called active by the depositor; ? = inconclusive; · = no result given. Rows were taken by chance. Share with any hit: about 3.3%.

Sample of the layout:
SMILES	F508del corr	ARNT-TACC3 inh	ERAP1 HTS inh	esBAF inh	Xi reactivation	INS-1E GSIS act	RAD52 anneal inh	RAD54 inh
COc1ccc(N(C(=O)c2ccncc2)S(=O)(=O)c2ccc(F)cc2)cc1	-0.9	-12	3	0	0.0	8	3	20
CC(C)(C)C1=Nn2c(nnc2C2CCCCC2)SC1	·	-6	·	-3	·	81*	·	3

Results, previewed entries included:
SMILES	F508del corr	ARNT-TACC3 inh	ERAP1 HTS inh	esBAF inh	Xi reactivation	INS-1E GSIS act	RAD52 anneal inh	RAD54 inh
COc1ccc(N(C(=O)c2ccncc2)S(=O)(=O)c2ccc(F)cc2)cc1	-0.9	-12	3	0	0.0	8	3	20
CC(C)(C)C1=Nn2c(nnc2C2CCCCC2)SC1	·	-6	·	-3	·	81*	·	3
CCn1c(C)nc2cc(C(=O)NNC(=O)Nc3ccc(Cl)cc3)ccc21	-4.0	0	8	2	0.1	9	-13	3
C[C@@H]1CN([C@@H](C)CO)S(=O)(=O)c2ccc(C#CC3CC3)cc2O[C@H]1CN(C)C(=O)CC1CC1	-2.9	-4	-1	3	0.9	9	0	7
C[C@H]1CN([C@@H](C)CO)C(=O)c2cc(NC(=O)Nc3ccc(C(F)(F)F)cc3)ccc2O[C@H]1CN(C)Cc1ccc(Cl)c(Cl)c1	-0.5	1	-1	1	-0.7	-4	-9	2
C=CCNC(=O)C1CCN(c2cc(C)nc(-c3ccccc3)n2)CC1	·	1	-1	-3	0.2	2	-15	·
O=C(CCCCCn1c(=S)[nH]c2ccsc2c1=O)NC1CCCCC1	-0.5	-24	-2	-3	0.0	9	-1	-3
C[C@@H]1CN([C@@H](C)CO)S(=O)(=O)c2ccc(-c3cncnc3)cc2O[C@H]1CN(C)C(=O)C1CC1	1.9	·	·	-5	-0.4	13	·	·
Cc1[nH]nc2c1C(C(C)c1ccccc1)C(C#N)=C(N)O2 (stereo not given)	-1.2	1	-2	·	0.0	-16	-10	·
CCN(CC(=O)Nc1ccc(OC)cc1)C(=O)Cc1cccs1	1.9	21	0	4	0.2	23	-4	-9
Cc1cc(-c2ccccc2)oc(=O)c1NC(=O)c1ccccc1	-1.1	6	8	·	0.0	14	-3	·
CCC(=O)Nc1ccc2c(c1)C(=O)N(C)C[C@@H](OC)[C@H](C)CN(C(=O)NC1CCCCC1)[C@H](C)CO2	-0.2	35	1	-2	0.1	2	-15	-7
C=C(C)CC(NCc1ccco1)c1ccc(OC)cc1 (stereo not given)	·	-1	·	-17	·	19	·	-3
CN=c1scc(-c2cccs2)n1/N=C/c1ccccc1O	·	9	12	·	0.2	-1	-10	·
O=C1C=C(c2cc3ccccc3s2)C[C@@H](c2ccc(Cl)cc2)C1	-2.8	-5	-3	19	0.1	-1	-42	-2
COC(=O)C[C@@H]1C=C[C@@H](NS(=O)(=O)c2ccccc2F)[C@@H](CO)O1	-1.6	1	0	-5	0.4	23	-1	-10
CCOC(=O)[C@H]1[C@H]2COc3ccc(Br)cc3[C@@H]2N2C(=O)N(c3ccc(F)cc3)C(=O)[C@@]12C	-1.4	-1	0	1	0.0	-10	-10	-4
O=C1NC(=Nc2ccccc2)S/C1=C/c1cccs1	3.2	1	2	·	0.0	11	-42	·
CCN(C(=O)Cn1nc(C)c([N+](=O)[O-])c1C)C1CCS(=O)(=O)C1 (stereo not given)	0.4	-1	-2	·	0.0	3	-2	·
CN1CCN(C(=O)C2=C[C@@H](c3ccccc3)C[C@@H](OCCCCO)O2)CC1	-1.7	5	0	-5	-0.1	8	-7	-1

Entries of single compounds as entered above.
`CCn1c(C)nc2cc(C(=O)NNC(=O)Nc3ccc(Cl)cc3)ccc21` as listed: F508del corr: -4.0; ARNT-TACC3 inh: 0; ERAP1 HTS inh: 8; esBAF inh: 2; Xi reactivation: 0.1; INS-1E GSIS act: 9; RAD52 anneal inh: -13; RAD54 inh: 3
`CN1CCN(C(=O)C2=C[C@@H](c3ccccc3)C[C@@H](OCCCCO)O2)CC1` as listed: F508del corr: -1.7; ARNT-TACC3 inh: 5; ERAP1 HTS inh: 0; esBAF inh: -5; Xi reactivation: -0.1; INS-1E GSIS act: 8; RAD52 anneal inh: -7; RAD54 inh: -1

Following part
SMILES	F508del corr	ARNT-TACC3 inh	ERAP1 HTS inh	esBAF inh	Xi reactivation	INS-1E GSIS act	RAD52 anneal inh	RAD54 inh
COc1ccc(S(=O)(=O)N(C)C[C@H]2OCCCC[C@@H](C)Oc3ccc(NC(=O)NC4CCCCC4)cc3C(=O)N([C@@H](C)CO)C[C@H]2C)cc1	-3.0	12	0	1	-0.1	-23	-18	2
COc1ccc(/C=C/C(=O)N2CCN(S(=O)(=O)c3ccccc3Br)CC2)cc1OC	-3.7	2	-1	5	0.0	-16	-6	-6
Cc1ccc2c(c1)nnn2C1CCN(CC(=O)N(c2ccccc2)c2ccccc2)CC1	0.2	2	·	0	0.4	·	-71	-14
C[C@H](CO)N1C[C@H](C)[C@@H](CN(C)Cc2ccccc2)Oc2c(NC(=O)c3cnccn3)cccc2C1=O	1.5	·	-1	-2	-0.1	11	17	-18
CN(CCc1ccccc1)C(=O)c1ccc(NC(=O)Cc2ccc(NC(=O)C3CCCN(C(=O)CCc4ccccc4)C3)cc2)cc1 (stereo not given)	2.2	0	-9	-11	0.1	4	-35	-4
Cc1ccc2cc(C)c(SCC(=O)NCc3ccco3)nc2c1	5.2	-2	0	-7	0.0	-18	-11	11
CC(C)(Oc1ccc(Cl)cc1)C(=O)N1CCC(C(N)=O)CC1	-1.5	1	5	-3	0.5	49	-16	2
O=C(OCc1nc2scc(-c3ccccc3)c2c(=O)[nH]1)c1ccco1	-2.4	6	2	5	0.1	-2	-17	2
CCOc1ccc2nc(NCCCO)[nH]c2c1	-4.5	14	-5	-2	·	2	-7	3
O=C(NCCCc1ccccc1)C(=O)NCC1OCCN1S(=O)(=O)c1ccc(F)cc1 (stereo not given)	2.5	-4	-1	0	0.0	-41	-52	-8
CNC[C@@H]1OCCCC[C@@H](C)Oc2ccc(NC(=O)Nc3ccc(F)cc3)cc2C(=O)N([C@@H](C)CO)C[C@@H]1C	1.1	2	3	-2	0.0	0	-43	0
CCCC(=O)N1CC2(CN(C)C2)c2c(n(C)c3cc(OC)ccc23)[C@@H]1CO	-1.7	·	-2	·	0.3	23	-15	·
O=C(CNCCc1ccccc1)Nc1ccc(C(=O)N2CCCCC2)cc1	-1.9	2	0	-1	0.0	3	-6	-22
Cc1cccc(CC(=O)Nc2cc(C)c3c(=O)oc4ccccc4c3n2)c1	0.0	·	1	-4	0.2	17	-22	-7
O=C(O)/C=C/c1cn(Cc2ccccc2Cl)nc1-c1ccccc1	6.2	-20	·	0	-0.2	13	-10	2
CCN(CC(=O)Nc1c(F)cccc1F)C(=O)c1cc2ccccc2oc1=O	-0.8	-3	0	7	0.0	22	-7	9
Cn1cccc1Cc1nnc(SCC(=O)NCCc2ccccc2)n1-c1ccc(F)cc1	-1.7	·	·	6	0.2	6	-18	-2
COc1ccc(NC(=O)Nc2ccc3c(c2)C(=O)N([C@@H](C)CO)C[C@@H](C)[C@H](CN(C)Cc2ccc(-c4ccccc4)cc2)O3)cc1	0.3	23	-1	-1	-0.1	10	29	-2
CC1(C)O[C@@H]2[C@H](O1)[C@@H](CO)O[C@H]2n1c(N2CCCCC2)nc2c(N)ncnc21	0.3	-3	-1	2	0.0	·	1	-3
NC(=O)[C@H]1CC2(CC(c3cccc(NC(=O)[C@H]4CCC(=O)N4)c3)=NO2)CN1C(=O)CC(c1ccccc1)c1ccccc1 (stereo not given in full)	-0.3	·	6	·	-0.1	3	-8	·
COc1ccc(S(=O)(=O)N2CCOCC2)cc1NC(=O)Cc1sc(C)nc1-c1ccc(F)cc1	-1.2	-10	1	0	0.5	-15	-22	-10
C=CC[C@@H](CC(=O)N[C@@H](CO)Cc1ccccc1)C(=O)N[C@@H](COC(=O)[C@@H](CC=C)Cc1ccc(F)cc1)Cc1ccccc1	1.4	-1	-2	-3	0.0	-28	-1	-3
C[C@@H]1CN([C@H](C)CO)C(=O)c2cc(N(C)C)ccc2O[C@@H]1CN(C)Cc1ccc(Cl)c(Cl)c1	2.0	25	1	-1	-0.7	-25	16	-16
O=C(/C=C/c1ccc(O)c(O)c1)NC(=O)c1ccccc1O	0.6	36	·	10	·	8	-7	-6
CCOC(=O)c1c(NC(=O)c2cc(-c3ccc(O)cc3)on2)sc(C(C)=O)c1C	-3.5	-9	·	-3	0.1	19	-4	4
O=C(COC(=O)c1cc(Br)ccc1O)Nc1ccc2c(c1)OCCO2	2.0	2	3	·	0.1	7	-9	6
CCOc1ccccc1C=NNC(=O)c1cccc2ccccc12	1.0	-4	-1	·	0.0	15	-29	·
COc1ccccc1N1CCN(/N=C/c2ccc(C(=O)O)cc2)CC1	0.0	-2	-1	?	0.0	-4	-15	0
Fc1ccc(-c2csc(Nc3ccccn3)n2)cc1	4.1	-2	-2	32	-0.1	1	-11	-1
O=C1COc2ccc(C(=O)COC(=O)c3ccc([N+](=O)[O-])cc3Cl)cc2N1	1.0	0	5	·	0.0	10	-13	-5
CCOC(=O)C1(CCc2ccccc2)CCN(C(=O)c2cc(C)nc(C)n2)CC1	0.1	-9	-2	8	0.1	-10	-4	·
CC(=O)Nc1ccc(-c2ccnc3c2CC(C(=O)Nc2cccc(Oc4ccccc4)c2)O3)cc1 (stereo not given)	-1.6	·	-3	5	0.0	-55	-29	-2
COc1ccc(S(=O)(=O)Nc2ccc3c(c2)C(=O)N([C@H](C)CO)C[C@@H](C)[C@H](CN(C)C(=O)Nc2ccc4c(c2)OCO4)O3)cc1	-0.6	·	·	-2	-1.2	25	·	·
CCCCn1c(N)c(N(C)C(=O)C2CC(=O)N(Cc3ccco3)C2)c(=O)[nH]c1=O (stereo not given)	3.2	-1	3	·	-0.1	0	2	-5

As a working copy, some entries already given.
SMILES	F508del corr	ARNT-TACC3 inh	ERAP1 HTS inh	esBAF inh	Xi reactivation	INS-1E GSIS act	RAD52 anneal inh	RAD54 inh
COc1ccc(S(=O)(=O)N2CCOCC2)cc1NC(=O)Cc1sc(C)nc1-c1ccc(F)cc1	-1.2	-10	1	0	0.5	-15	-22	-10
C=CC[C@@H](CC(=O)N[C@@H](CO)Cc1ccccc1)C(=O)N[C@@H](COC(=O)[C@@H](CC=C)Cc1ccc(F)cc1)Cc1ccccc1	1.4	-1	-2	-3	0.0	-28	-1	-3
C[C@@H]1CN([C@H](C)CO)C(=O)c2cc(N(C)C)ccc2O[C@@H]1CN(C)Cc1ccc(Cl)c(Cl)c1	2.0	25	1	-1	-0.7	-25	16	-16

Retrieved one by one from the entries so far, three records:
SMILES	F508del corr	ARNT-TACC3 inh	ERAP1 HTS inh	esBAF inh	Xi reactivation	INS-1E GSIS act	RAD52 anneal inh	RAD54 inh
O=C1COc2ccc(C(=O)COC(=O)c3ccc([N+](=O)[O-])cc3Cl)cc2N1	1.0	0	5	·	0.0	10	-13	-5
CCOC(=O)C1(CCc2ccccc2)CCN(C(=O)c2cc(C)nc(C)n2)CC1	0.1	-9	-2	8	0.1	-10	-4	·
COc1ccc(S(=O)(=O)N2CCOCC2)cc1NC(=O)Cc1sc(C)nc1-c1ccc(F)cc1	-1.2	-10	1	0	0.5	-15	-22	-10
